Compound activity from PubChem.
Dynein transport – blocks dynein driven cargo transport along microtubules | 3617.4 mouse cells, GR-EGFP nuclear translocation imaging; test concentration mostly 20 µM; stimulated with dexamethasone, 1 µM; active compounds read low | z-score, hits read low | 220,000 compounds, 0.47% hits | AID 1381;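 active = plate z-score of nuclear minus cytoplasmic receptor signal below a set negative limit, without overly bright fluorescence or cell loss, cut at about -3.5 in these data, passing the limit was not always enough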;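 also: z-score of nuclear minus cytoplasmic ring GR-EGFP intensity difference per well; some compounds called inactive have numbers as strong as hits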
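medium = tetracycline-free induction medium containing charcoal-stripped FBS | also added = 1.0 µM final dexamethasone stimulus | schedule = 48 h induction, 1 h compound, 30 min dex at 37 °C | technique = fixed, Hoechst-stained cells imaged at 10x for EGFP | measure = GR-EGFP nuclear translocation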
UTI89 phage lysis – protection from phage-mediated lysis, alamar blue read-out – E. coli UTI89, K1F phage, bacterial capsule biogenesis inhibitors (AID 488966). E. coli UTI89 K1F phage lysis, alamar blue, 2 h; higher % means a stronger effect. 340,000 compounds, 0.02% hits. inhibition, % at 100 µM; hits with a dose series show IC50 in µM;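 active = phage lysis inhibition, versus mean bacterial control, above a set limit; inconclusive = no clear call, values can overlap the other calls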;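 also: capsule biogenesis inhibitors block K1F phage lysis so surviving cells raise fluorescence; higher fluorescence means more inhibition of phage lysis; actives were called in the ten point dose series up to 300 µM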
MT stabilizer – microtubule stabilization, imaging screen; % tubulin-high responders, % at 10 µM; 200,000 compounds, 0.83% hits; HeLa tubulin immunostaining HCS, 24 h; share of cells brighter than vehicle mean+2SD;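 active = plate Z-score above 3 for both tubulin-high and condensed-nucleus cell shares, with cell loss under 80%, at 10 µM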;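 also: anti alpha tubulin signal scored within the nucleus-defined area of each cell; some results filed as inactive read as strong as hits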
Ins promoter up – MIN6 insulin promoter up-regulation; MIN6 insulin promoter-GFP reporter, high-content imaging; active compounds read high; z-score at 5 µM; 190,000 compounds, 0.3% hits; AID 1625;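 active = z-score above 3 at 5 µM with at least 500 cells counted in the well; inconclusive = wells under 500 cells, flagged as cytotoxic or low count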
b-catenin transl – modulators of beta-catenin nuclear translocation; 190,000 compounds, 0.3% hits; HeLa beta-catenin nuclear translocation, immunofluorescence imaging; nuclear translocation activity, % at 5 µM;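 active = nuclear translocation activity above 50% at 5 µM, with a well cell count of 50 or more; inconclusive = wells under 50 cells across six images, flagged as toxic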;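 also: per-cell ratio of nuclear to cytoplasmic median beta-catenin stain intensity; plate controls were DMSO negative control for no effect and GSK-3 inhibitor IX positive control for full effect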
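Test system: human HeLa cells, native beta-catenin. Compound dosing: 5 µM primary single dose, 0.1% DMSO, 0.02–20 µM confirmation series. Incubation: compound exposure 24 h at 37°C. Detection: beta-catenin immunostaining with DAPI counterstain, 20x imaging, 6 fields/well. Read-out basis: Nuclear/cytoplasmic beta-catenin signal ratio, % activation.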
P. falciparum M17LAP – P. falciparum M17LAP inhibitors, primary screen, biochemical, fluorogenic H-Leu-NHMec substrate, 1536-well (AID 1619) | recombinant M17LAP, H-Leu-NHMec fluorogenic kinetic assay; higher % means a stronger effect | inhibition, % at 30 µM; hits with a dose series show IC50 in µM | 220,000 compounds, 0.38% hits;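 active = compound inhibiting the enzyme by more than half at any dose during confirmatory dose-response retesting; inconclusive = strong single-dose inhibitors picked by rank but not retested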;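 also: plate controls were full reaction with DMSO carrier for no effect and no enzyme background for full effect; strong numbers were not always called active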
ER stress rescue – rescue of cells from ER stress-induced death, primary screen, 384-well, CSM14.1, thapsigargin, ATP luminescence (AID 1222); 190,000 tested, under 10 active; cellular ATP content (survival), % at 20 µM; hits with a dose series show EC50 in µM; CSM14.1 thapsigargin-induced death rescue, ATP luminescence; higher % means a stronger effect;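 active = EC50 below 50 µM in the dose-response confirmation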;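 also: death triggered by thapsigargin at about 15 µM added after 2 h compound pretreatment; cell ATP read after overnight thapsigargin exposure of roughly 18 to 22 hours; normalized against plate controls of thapsigargin alone and 5% DMSO vehicle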
P. falciparum M1AAP – malaria alanyl aminopeptidase activity blockers – biochemical, fluorogenic H-Leu-NHMec substrate, 1536-well (AID 1445) | recombinant M1AAP, H-Leu-NHMec fluorogenic kinetic assay; higher % means a stronger effect | inhibition, % at 30 µM; hits with a dose series show IC50 in µM | 220,000 compounds, 0.42% hits;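 active = primary inhibition above the hit cutoff, then over 50% inhibition at one or more dose response concentrations, cut at about 23% in these data, passing the limit was not always enough; inconclusive = conflicting primary data, or primary hits not chosen for dose response; inactive = low primary inhibition, or under 50% at every dose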;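 also: plate controls were DMSO full reaction for no effect and no enzyme background for full effect; strong numbers were not always called active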
Autophagy mod – modulators of autophagy | MEF GFP-LC3 puncta imaging; test concentration mostly 10 µM | calls only at 10 µM (by protocol) | 190,000 compounds, 0.98% hits;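 active = percentage of spot-positive cells more than 3 SD above its plate mean, without a fluorescence outlier flag or 80% toxicity; inconclusive = no clear call, values can overlap the other calls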;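 also: spot-positive cell cutoff set from DMSO-treated cells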
Dynein transport cytoplasmic EGFP – recorded beside Dynein transport, whose call it bears; z-score; measured here: cytoplasmic GR-EGFP intensity; active compounds read high
Dynein transport nuclear GR-EGFP – recorded beside Dynein transport, whose call it bears; z-score; measured here: nuclear GR-EGFP intensity;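 lower value marks the stronger effect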
Dynein transport cell count – further read-out of Dynein transport, marked with its call; z-score; measured here: cell count per field
Ins promoter up cell count – second read-out of Ins promoter up, no call of its own (marks repeat the call); cell count; measured here: cytotoxicity, nuclei count;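 total cells summed across four imaged fields per well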
b-catenin transl cell count 5 µM – second read-out of b-catenin transl, no call of its own (marks repeat the call); cell count; measured here: cell count, cytotoxicity flag
MT stabilizer Hoechst-high % – recorded beside MT stabilizer, whose call it bears; % Hoechst-high responders; measured here: nuclear condensation Hoechst responders;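 share of cells brighter than vehicle mean plus two SD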
MT stabilizer cytotoxicity % – recorded beside MT stabilizer, whose call it bears; toxicity, %; measured here: cytotoxicity by cell density;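 0% = mean cell density of plate MIN control wells and 100% = no cells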
Autophagy mod cell loss 18 h – also measured in Autophagy mod; calls as there; toxicity, %; measured here: cell loss, nuclei count;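 cell loss after 18 h compound exposure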
* = called active by the depositor; i = inactive; ? = inconclusive; · = no result given; [ ] = remark or other dose. An unsorted share of the library, and some 2.9% of all compounds hit somewhere here.

compound	Dynein transport	Dynein transport cytoplasmic EGFP	Dynein transport nuclear GR-EGFP	Dynein transport cell count	UTI89 phage lysis	MT stabilizer	MT stabilizer Hoechst-high %	MT stabilizer cytotoxicity %	Ins promoter up	Ins promoter up cell count	b-catenin transl	b-catenin transl cell count 5 µM	P. falciparum M17LAP	ER stress rescue	P. falciparum M1AAP	Autophagy mod	Autophagy mod cell loss 18 h
Cc1cc(OCC(=O)c2ccc(Br)cc2)ccc1N1C(=O)CCC1=O	-0.45	0.014	0.055	0.009	-0.1%	2.1	1.9	7.9	1.2	859	·	·	3%	-1.8%	0%	i	0
COc1ccccc1NC(=O)c1cc2cc(Br)ccc2cc1O	-0.39	-0.086	0.17	0.27	1.2%	·	·	·	·	·	4.3	1250	2%	·	13%	·	·
CCn1ncc(Cl)c1C(=O)Nc1cc([N+](=O)[O-])ccc1OC	-0.73	-0.33	-0.5	0.74	1.2%[50 µM]	1.8	2.5	1.0	0	1242	·	·	7%	-3.8%	0%	i	-1
N#CC1=C(N)NC(SCC(=O)Nc2ccc(Br)cc2)=C(C#N)C12CCCCC2	-0.42	-0.24	0.34	0.75	-0.7%	1.2	1.6	5.7	0.32	921	·	·	6%	-0.8%	14%	i	-4
O=C(COC(=O)CCCOc1ccc(Cl)cc1Cl)NCc1ccccc1	-0.38	-0.26	-0.2	0.41	-0.4%	3.3	1.9	5.6	0.18	1144	-0.9	747	-4%	-3.6%	7%	i	0
Cc1cccc(NC(=O)CSc2nnnn2-c2ccc3c(c2)OCCO3)n1	-0.5	-0.24	0.051	1.2	0.1%	1.1	1.6	9.7	0.46	1602	0.6	1536	·	-1.9%	·	i	-17
O=C(N/N=C/c1cccnc1)c1cc2ccccc2o1	-0.08	-0.21	-0.014	0.65	0.1%	2.4	2.6	4.6	-0.16	1242	-5.7	573	-9%	-2.7%	6%	i	2
CCCC(=O)NCc1ccccc1Cl	0.24	-0.21	-0.13	0.092	0.5%	1.5	1.2	1.5	·	·	0.5	1504	-1%	-0.1%	1%	i	-5
O=C1c2ccccc2CCC12N=NCC2c1ccc(Cl)cc1 (stereo unspecified)	-0.3	-0.24	-0.99	0.38	0.2%	2.7	1.5	2.6	-0.42	1667	0.9	1335	19%	-0.9%	3%	i	3
S=C1NC[C@H](c2ccccc2)N1CCCCC1CCCCC1	-0.28	-0.34	-0.00028	-0.091	2.8%	·	·	·	-0.27	968	0.5	1319	7%	·	0%	·	·
CCOc1ccccc1C=Nc1ccccc1C(=O)Nc1ccccc1	-0.89	-0.27	-0.85	0.98	-0.6%	2.3	2.9	4.6	0.09	1240	-1.3	475	-23%	-1.5%	8%	i	-15
N#Cc1cn(CCCOc2ccccc2)c2ccccc12	0.41	-0.25	0.1	0.38	-0.1%	2.0	2.9	7.1	·	·	5.3	1085	-4%	0.1%	7%	i	2
O=C(NC(=O)c1ccncc1)NC(c1ccccc1)c1ccccc1	0.51	-0.026	-0.32	-0.71	0.0%	2.1	1.6	1.0	-0.49	1517	2.0	1339	-11%	1.0%	-3%	i	3
CN1CCN(CC(=O)Nc2ccccc2Sc2ccccc2)CC1	-1.3	0.35	-0.55	0.8	4.0%	3.7	0.8	3.9	-0.2	1534	-0.8	1066	-1%	-1.3%	2%	i	18
O=C(NCC(=O)N(Cc1cccs1)C(C(=O)NC1CCCC1)c1ccco1)c1cccs1 (stereo unspecified)	0.8	0.13	0.85	-0.3	3.4%	6.1	2.6	7.2	-1.2	1359	-8.0	1030	-10%	0.0%	2%	i	-5
Cc1ccc(NC(=O)Cn2c(=O)n(CCCC(=O)NCc3ccco3)c(=O)c3ccccc32)cc1	0.42	0.064	0.53	-0.35	1.1%	9.5	1.7	6.0	0.43	1288	0.9	1045	-6%	-2.8%	7%	i	7
CC(NC(=O)CSc1ncccn1)c1ccccc1 (stereo unspecified)	-0.22	-0.094	0.25	0.77	1.0%	3.1	3.6	18	-0.82	1354	-0.1	1134	10%	0.3%	-5%	i	52
Cc1ccc(C2=NOC3(CC(=O)N(c4ccc(C)cc4)C3=O)C2)cc1 (stereo unspecified)	-0.54	-0.26	-0.19	0.32	-0.6%	·	·	·	-0.32	1082	1.8	1336	5%	·	2%	·	·
O=C(CNC(=O)c1ccccc1)N/N=C/c1ccccc1Cl	-0.67	-0.06	-0.53	0.71	0.2%	2.3	2.0	0.3	0.04	1761	-6.2	1095	16%	-0.8%	3%	i	-5
Cc1sc2nc(C(C)(C)C)oc(=O)c2c1C	-0.25	-0.27	-0.14	0.25	1.7%	0.8	1.8	7.7	·	·	·	·	-12%	-1.4%	4%	i	3
NS(=O)(=O)c1cccc(NC(=S)NCc2ccccc2)c1	-0.38	-0.34	-0.61	0.16	-0.1%	2.0	2.3	1.2	0.37	1140	-1.0	1049	-2%	-0.3%	2%	i	-2
c1ccc2c(c1)CCN2CCN1CCc2ccccc21	-0.86	-0.2	-0.084	0.55	0.0%	3.3	3.0	8.1	-1.6	1178	0.1	702	4%	-2.4%	9%	i	20
CCc1c(C)nc2c(C)cccc2c1SCCC#N	0.86	-0.33	0.7	0.73	-0.5%	3.0	2.2	7.1	-0.27	1612	2.1	1029	13%	-1.6%	2%	i	-8
CCCCC(=O)N/N=C/c1ccc(-c2ccc([N+](=O)[O-])cc2)o1	-0.79	1.2	-0.37	0.38	0.5%	2.6	2.3	12	0.29	1433	0.5	1026	2%	1.9%	13%	i	9
NC(=O)C1CCN(C(c2ccccc2Cl)c2nnnn2Cc2ccc3c(c2)OCO3)CC1 (stereo unspecified)	0.14	-0.21	0.19	-0.51	-2.1%	0.7	1.3	4.6	-1.1	1341	-9.7	940	-2%	0.7%	6%	i	6
Cc1ccc(-n2ncc3c(SCC(=O)Nc4cc(C)on4)ncnc32)c(C)c1	-1.4	-0.14	-0.68	1.1	1.6%	1.6	2.2	5.5	-1.3	1286	0.8	1104	-14%	·	2%	i	26
CCn1c(CSc2nc3ccccc3s2)nnc1SCC(=O)c1ccc2c(c1)OCCO2	-0.66	-0.16	-0.18	0.42	0.2%	6.6	2.1	0.1	·	·	·	·	8%	·	-5%	i	-16
CCOC(=O)C1CSC(CC(=O)Nc2ccc(OC(F)(F)F)cc2)C(=O)N1 (stereo unspecified)	1.1	-0.081	0.5	-0.8	-0.2%	·	·	·	0	1529	0.9	1140	14%	·	11%	·	·
COP(=O)(OC)c1nc(-c2cccc3ccccc23)oc1N1CCCCC1	-0.29	-0.34	0.51	-0.21	-0.1%	4.6	1.9	5.7	-0.5	1320	0.3	1129	-18%	-1.0%	?	i	5
COCCOC(=O)/C(=C\c1cc(C(C)(C)C)c(O)c(C(C)(C)C)c1)C(C)=O	-5.3*	0.71*	-2.4*	0.048*	-0.2%	·	·	·	-0.63	1286	-0.4	1252	0%	·	13%	·	·

(further entries)
compound	Dynein transport	Dynein transport cytoplasmic EGFP	Dynein transport nuclear GR-EGFP	Dynein transport cell count	UTI89 phage lysis	MT stabilizer	MT stabilizer Hoechst-high %	MT stabilizer cytotoxicity %	Ins promoter up	Ins promoter up cell count	b-catenin transl	b-catenin transl cell count 5 µM	P. falciparum M17LAP	ER stress rescue	P. falciparum M1AAP	Autophagy mod	Autophagy mod cell loss 18 h
COC(=O)COc1ccc(-c2nn(C)c(=O)c3ccccc23)cc1	0.15	0.026	0.49	1.4	1.6%	14	42	96	-0.33	1251	·	·	-12%	-2.1%	-4%	i	3
CCOc1ccccc1OCc1nn2c(COc3ccccc3)nnc2s1	-0.59	-0.039	0.02	0.1	1.7%	2.3	0.3	40	0.64	1893	-2.3	1099	-10%	-1.5%	-1%	i	5
Cc1ccc(OCCNC(=O)Cn2cnc3c(=O)n(C)c(=O)n(C)c32)cc1C	-0.36	-0.16	-0.26	0.73	9.9%	2.4	1.5	2.8	0.02	1184	-2.0	1225	-4%	-0.4%	-3%	i	2
CC(C)CNC(=O)c1cccc(NC(=O)Cc2ccc(Br)cc2)c1	0.53	-0.24	0.48	-0.31	0.1%	2.3	2.6	5.0	-0.54	1305	-2.1	555	7%	0.4%	0%	i	-1
CC(C)OCCCNC(=O)CN1C(=O)CC(C)(C)S(=O)(=O)c2ccccc21	-0.46	-0.23	-0.068	0.39	-1.9%	4.9	3.5	11	0.19	964	·	·	1%	-1.3%	-3%	i	5
CC1CCN(c2nc3ccccn3c(=O)c2C=O)CC1	-0.048	-0.3	0.49	0.49	1.9%	1.4	1.6	8.2	-0.61	1649	-1.4	957	·	-2.3%	·	i	5
O=C(O)COn1c(-c2ccccc2)nc2ccc(Cl)cc21	-0.54	-0.12	-0.1	0.78	0.3%	1.8	1.8	8.5	-0.36	1387	0.4	1415	3%	-2.2%	8%	i	11
Cc1nnc(N/N=C/c2cccc(OCc3ccc(Cl)c(Cl)c3)c2)n1N	-0.11	-0.21	-0.15	0.17	-2.6%[50 µM]	4.7	3.0	6.3	-0.01	1352	-2.6	1119	1%	-1.3%	-1%	i	18
